SV40 large T antigen: TAg ATPase/helicase activity blockers – biochemical (AID 1903). SV40 large T antigen ATPase/helicase inhibition assay; higher % means a stronger effect. inhibition, % at 20 µM, or IC50 in µM where a hit was titrated. actives 0.39% (n = 310,000); in the data active means a potency from the dose series; inconclusive means inhibition mostly from about 32% at the one dose, without a potency; inactive means the rest, 99 in 100 with inhibition below about 32%; further: strong numbers were not always called active
TNAP activation fold: stimulation of alkaline phosphatase TNAP activity – biochemical, luminescent, no phosphate acceptor, uHTS, primary screen (AID 1001). actives 0.03% (n = 200,000). one-dose activation fold at 20 µM; EC50 in µM for titrated hits. purified TNAP, luminescent activation assay, no phosphate acceptor; higher activation fold means a stronger effect; in the data active means activation fold from about 3, or a potency from the dose series; inactive means the rest, 99 in 100 with activation fold below about 1.6; further: many of its hits are not listed in these tables
RSV CPE inhibition: RSV antiviral activity via CPE protection, HEp-2 cells, primary 10 µM value included (AID 2391). HEp-2 cells, RSV-induced CPE inhibition; higher % means a stronger effect. CPE inhibition, % at 10 µM, or IC50 in µM where a hit was titrated. actives 0.13% (n = 310,000); in the data active means a potency from the dose series; inconclusive means CPE inhibition mostly from about 23% at the one dose, without a potency; inactive means the rest, 99 in 100 with CPE inhibition below about 21%; further: strong numbers were not always called active
T cell HTS: T cell immune modulators affecting CD8 T cell-vesicle binding; actives 0.068% (n = 330,000); 2C CD8+ T cell-vesicle binding, flow cytometry; hits give low values; calls only at 7 µM; AID 2052;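 active means response, share of CD8 T cells binding vesicles, and their 90th percentile fluorescence all below set limits, cut at about 80% in these data, passing the limit was not always enough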
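Assay system: 2C TCR transgenic mouse naive CD8+ T cells, MACS-purified | Read-out: CD8+ gate FL2 mean fluorescence as % of same-row positive control | Signal: High-throughput flow cytometry with anti-B7-1 and anti-CD8 staining | Timing: Binding step 1.5 h, 37 °C, antibody labelling 20 min, ice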
Salmonella PhoP GFP: inhibitors of PhoP regulon expression, primary screen, Salmonella Typhimurium, GFP reporter (AID 1863); inhibition, % at 50 µM; hits with a dose series show IC50 in µM; actives 0.16% (n = 300,000); S. Typhimurium PhoP-regulated promoter GFP reporter, 4 h; higher % means a stronger effect;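 active means inhibition over 29.93%, a cutoff 3 SD above the screen mean, later confirmed by dose response; inconclusive means inhibition over 29.93% but no dose response follow-up; inactive means inhibition at most 29.93% or unconfirmed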;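 further: 0% = low Mg2+ inducing control and 100% = high Mg2+ repressing control; strong numbers were not always called active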
MgcRacGAP inhibition: MgcRacGAP GTPase-activating activity inhibitors, confirmation, biochemical, ADP Hunter fluorescence | MgcRacGAP-stimulated Rac1 GTP hydrolysis, ADP Hunter fluorescence; higher % means a stronger effect; GST-tagged Rac1 F28L mutant substrate | inhibition, % at 30 µM; hits with a dose series show IC50 in µM | actives 0.6% (n = 340,000) | AID 624330;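 active means first-screen hits whose inhibition reached a set limit at any dose in the follow-up dose series; inconclusive means inhibition above the set first-screen limit but never retested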;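 further: fluorescence reports GDP produced by GAP-driven GTP hydrolysis; strong numbers were not always called active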
NTR1 ag: NTR1-driven beta-arrestin-GFP spot formation – imaging, U2OS cells, high content, primary screen (AID 493036). activation, % at 20 µM. agonist mode. actives 0.17% (n = 330,000);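 active means activation at or above 40% of the spot to cytoplasm intensity ratio, with at least 20 cells analyzed; inconclusive means wells under 20 cells, flagged as cytotoxic or low count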;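 further: 0% = DMSO without peptide and 100% = 100 nM NTR1 peptide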
Target sequence (P30989 whole entry, looked up): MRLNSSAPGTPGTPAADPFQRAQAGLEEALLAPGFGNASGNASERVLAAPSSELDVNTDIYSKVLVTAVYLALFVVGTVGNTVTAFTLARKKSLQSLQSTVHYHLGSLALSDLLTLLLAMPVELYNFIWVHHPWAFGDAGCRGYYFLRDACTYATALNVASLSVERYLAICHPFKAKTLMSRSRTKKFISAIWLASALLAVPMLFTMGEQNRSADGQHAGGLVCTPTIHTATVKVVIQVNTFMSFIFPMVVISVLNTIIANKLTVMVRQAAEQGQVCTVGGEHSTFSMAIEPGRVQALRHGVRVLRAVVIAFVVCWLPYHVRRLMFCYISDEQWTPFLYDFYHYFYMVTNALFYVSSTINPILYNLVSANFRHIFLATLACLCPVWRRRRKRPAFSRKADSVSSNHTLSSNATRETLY
UTI89 phage lysis: protection from phage-mediated lysis, alamar blue read-out – E. coli UTI89, K1F phage, bacterial capsule biogenesis inhibitors (AID 488966); E. coli UTI89 K1F phage lysis, alamar blue, 2 h; higher % means a stronger effect; one-dose inhibition, % at 100 µM; IC50 in µM for titrated hits; actives 0.02% (n = 340,000);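 active means phage lysis inhibition, versus mean bacterial control, above a set limit; inconclusive means no clear call, values can overlap the other calls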;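 further: capsule biogenesis inhibitors block K1F phage lysis so surviving cells raise fluorescence; higher fluorescence means more inhibition of phage lysis; actives were called in the ten point dose series up to 300 µM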
Myeloid diff MLP: compounds promoting myeloid differentiation | ER-HoxA9 myeloid progenitors, lysozyme-GFP differentiation, flow cytometry | AID 624256 | calls only at 10 µM | actives 1% (n = 360,000);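 active means normalized GFP-positive differentiation at or above the plate's own cutoff, the solvent-only control mean plus 3 SD; inconclusive means no clear call, values can overlap the other calls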;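 further: cells exposed to compound for four days before flow analysis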
T cell HTS vesicle-bound %: recorded beside T cell HTS, whose call it bears; double positive events, %; measured here: CD8+ vesicle-bound cell fraction;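 binding gate set so that unloaded-vesicle control wells show 10% double positive cells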
NTR1 ag cell count 20 µM: recorded beside NTR1 ag, whose call it bears; cell count; measured here: cell count, cytotoxicity flag
Myeloid diff MLP GFP+ MAC1+ %: recorded beside Myeloid diff MLP, whose call it bears; GFP+ MAC1+ double positive, %; measured here: differentiation confirmed by MAC1 staining
Starred values were filed as active, the others as inactive; i = inactive; ? = inconclusive; · = no result given; [ ] = another dose, or the depositor's remark.

SMILES	SV40 large T antigen	TNAP activation fold	RSV CPE inhibition	T cell HTS	T cell HTS vesicle-bound %	Salmonella PhoP GFP	MgcRacGAP inhibition	NTR1 ag	NTR1 ag cell count 20 µM	UTI89 phage lysis	Myeloid diff MLP	Myeloid diff MLP GFP+ MAC1+ %
COc1cccc(CC(NC(C)=O)C(=O)NC2CCN(S(=O)(=O)c3cccc4ccccc34)CC2)c1 (stereo not given)	0%	1	0.0%	i	10	5%	0%	0.4	51	0.3%	i	6.5
CCOc1ncccc1C(=O)Nc1nnc(C)s1	13%	1	5.4%	i	33	0%	4%	-0.3	36	-0.2%	i	0.8
[O-][n+]1onc2c1CCc1c-2nc(-c2ccccc2)n1OCc1ccccc1	-8%	1.1	0.0%	i	57	4%	-2%	-0.8	44	-0.5%	i	2.3
COc1cc(NC(=O)c2cccs2)c(C(=O)OCC(=O)NC(=O)NCc2ccccc2)cc1OC	-2%	1.1	-0.2%	i	48	-4%	10%	2.8	56	0.6%	i	1.1
[O-][N+]1=C(c2cccs2)CN(O)C1	9%	1.2	2.6%	i	37	-7%	-2%	0.9	64	0.1%	i	0.7
C=CCn1c(CC(=O)Nc2cccc(OC)c2)nnc1SCC(=O)NC1CCCCC1	6%	1.1	0.1%	i	11	-11%	-3%	1.0	74	-5.0%	i	2.6
CCc1nnc(NC(=O)c2ccc(S(=O)(=O)N3CCCC(C)C3)cc2)o1 (stereo not given)	18%	·	0.2%	i	67	8%	5%	-0.2	68	0.1%	i	1.2
CCOc1ccc(NS(=O)(=O)c2cc(C(=O)NCCN3CCOCC3)ccc2C)cc1	·	·	·	i	39	·	-2%	-1.6	62	0.7%	i	0.8
O=C(COc1ccc(-c2ccccc2)cc1)N1CCN(C(=O)c2cccnc2)CC1	7%	1.1	0.4%	i	40	5%	6%	0.4	38	0.0%	i	0.7
NC(=O)N/N=C/c1cc(F)cc(F)c1	3%	·	12%	i	35	2%	-9%	-0.5	58	-1.2%	i	0.8
Cc1ccc2nc(CSc3nc(C)nc4c3oc3ccccc34)[nH]c2c1	·	·	·	i	13	·	6%	-0.8	77	3.8%	i	0.3
Cc1ccccc1N1CC(C(=O)Nc2ccc(S(=O)(=O)N3CCOCC3)cc2)CC1=O (stereo not given)	7%	·	2.3%	i	18	-3%	4%	-1.0	58	0.8%	i	0.3
CCOC(=O)Cn1nnc(-c2ccc(S(C)(=O)=O)cc2)n1	8%	1.1	-0.3%	i	48	11%	2%	-1.1	66	8.6%	i	1.2
CC(C)COc1ccc(C(=O)Nc2cc(S(=O)(=O)N3CCOCC3)ccc2N2CCCC2)cc1	·	·	0.0%	i	28	·	9%	-0.3	53	0.6%[50 µM]	i	0.8
CC(=O)c1cc(C#N)c(N2CCOCC2)nc1C	0%	1.1	1.2%	i	68	2%	6%	0.7	51	1.5%	i	0.0
Cc1cc(N2C(=O)CC(N3CCN(c4ccc(C(=O)c5cccs5)cc4)CC3)C2=O)no1 (stereo not given)	11%	1.2	69%	i	28	-11%	11%	-1.4	60	-0.1%	i	1.2
O=C(NCC(c1cccs1)N1CCOCC1)c1cnc(Cl)c(Cl)c1 (stereo not given)	·	·	·	i	22	·	5%	-2.2	60	0.6%[50 µM]	i	0.9
Cc1nn(-c2ccccc2)c2[nH]c(=O)c(CNCC3CCCO3)cc12 (stereo not given)	8%	1.2	1.6%	i	44	2%	4%	1.1	89	0.6%	i	0.8
CN1C(=O)c2cccc3c(S(=O)(=O)Nc4ccccc4F)ccc1c23	11%	·	2.3%	i	51	-3%	7%	-1.2	56	0.0%	i	0.5
O=C(N1CCCCC1)N1CCC(c2nc3ccccc3[nH]2)CC1	11%	·	0.3%	i	47	0%	8%	1.7	56	0.2%	i	0.4
CC(=O)c1cccc(NC(=O)C(C)OC(=O)CCn2c(C)csc2=O)c1 (stereo not given)	·	·	1.5%	i	24	·	5%	-1.5	65	0.8%[50 µM]	i	1.4
CCN1C(=O)/C(=C\N2CCN(c3cccc(Cl)c3)CC2)SC1=S	7%	1	-3.2%	i	23	-9%	10%	5.6	52	0.6%	i	0.2
COc1ccc(-c2sc3cc(OC)c(OC)cc3c2C#CCCO)cc1	·	·	1.3%	i	32	·	6%	4.9	69	-0.4%	i	1.7
O=c1[nH]c2cc3c(cc2cc1C(c1nnnn1Cc1ccccc1)N1CCCCCC1)OCCO3 (stereo not given)	18%	1.1	2.8%	i	17	-17%	13%	-0.9	84	-0.1%	i	1.2
Cc1ccc(Cl)cc1N1CCN(C(=O)c2cc3c(=O)[nH]c4ccccc4c3n2C)CC1	3%	1.1	18%	i	37	-5%	3%	31	63	2.1%	i	1.9
SMILES	SV40 large T antigen	TNAP activation fold	RSV CPE inhibition	T cell HTS	T cell HTS vesicle-bound %	Salmonella PhoP GFP	MgcRacGAP inhibition	NTR1 ag	NTR1 ag cell count 20 µM	UTI89 phage lysis	Myeloid diff MLP	Myeloid diff MLP GFP+ MAC1+ %
CCOc1cc(NC(=O)c2cccs2)c(OCC)cc1NC(=O)CCC(=O)NCCN1CCOCC1	11%	1.1	-0.6%	i	50	-11%	5%	-0.2	40	6.9%	i	0.2
Nc1nc(Cl)cc(Sc2ccc(F)cc2)n1	11%	1.2	2.5%	i	47	10%	3%	1.0	48	0.3%	i	0.9
COc1ccc(-c2cc(C(=O)NCC3CCCO3)c3cc(C)ccc3n2)cc1 (stereo not given)	1%	1	0.1%	i	34	6%	3%	0.5	51	-3.3%	i	0.6
Cc1ccc(S(=O)(=O)N2CC(O)CC2C(=O)O)cc1 (stereo not given)	17%	·	0.8%	i	50	4%	6%	-2.7	75	0.6%	i	0.6
Cc1ccc(OCCCC(=O)N(C)CC(=O)Nc2ccccc2Cl)cc1	8%	·	4.0%	i	57	-5%	3%	0.2	68	0.4%[50 µM]	i	0.4
Cc1sccc1/C=N/NC(=O)c1cccc2ccccc12	5%	1.1	2.5%	i	4	-2%	4%	1.3	61	0.8%[50 µM]	i	0.2
Cc1ccc(NC(=S)NNC(=O)c2c([N+](=O)[O-])c(C)nn2C)cc1	33%	1	-0.4%	i	6	-2%	-4%	-0.2	39	3.4%	i	1.7
CCCCn1c(N)c(N(CCC(C)C)C(=O)COC(=O)c2ccc3ccccc3c2)c(=O)[nH]c1=O	·	·	·	·	·	·	5%	1.2	54	0.1%[50 µM]	i	1.1
CCCN1C2=NCCN2c2cc(C)c(C)cc21	9%	1	0.0%	i	9	17%	12%	2.3	49	1.3%	i	0.6
Brc1ccc(OCc2nnc(SCC3CCCCC3)o2)cc1	17%	1.1	6.7%	i	60	5%	8%	5.8	70	1.1%[50 µM]	i	0.6
O=C(Nc1cc(=O)c2ccccc2o1)N1CCOCC1	12%	1.1	1.8%	i	40	-2%	9%	-0.4	100	0.6%	i	1.6
Cc1cccc(-n2ncc3c(=O)[nH]c(SCC(=O)N4CC(=O)Nc5ccccc54)nc32)c1	·	·	2.0%	i	42	·	1%	-1.3	90	0.9%[50 µM]	i	1.0
Cc1nc(NCc2ccco2)c2c3c(sc2n1)CCC3	2%	1	2.4%	i	32	-4%	13%	0.1	37	0.2%	i	0.9
CCCCn1c(=O)[nH]c(=O)c2c1nc(-c1ccc(-c3ccccc3Br)o1)n2CC	10%	1	2.2%	i	31	8%	12%	7.9	52	-0.5%	i	1.2
COc1ccc(CCC(=O)NNC(=O)Nc2cccc(Cl)c2)cc1	16%	·	1.1%	i	54	-1%	5%	-0.3	63	2.4%[50 µM]	i	0.4
CN(Cc1ccccc1)C(=O)CN1C(=O)COc2ccc(S(=O)(=O)N3CCCC3)cc21	-3%	·	0.6%	i	45	5%	15%	-0.7	71	0.3%	i	3.9
CCCCOc1cccc(OCC(=O)Nc2nc3ccccc3[nH]2)c1	2%	1	1.5%	i	35	-2%	-1%	-1.6	32	1.6%	i	0.4
CCCc1cc(=O)n2[nH]c(-c3ccc(Br)cc3)cc2n1	2%	1	11%	i	62	-12%	6%	0.4	36	5.8%	i	0.3
Cc1ccccc1OC(=O)n1c(=S)oc2cc(Cl)ccc21	6%	1.1	1.9%	i	47	-26%	9%	·	·	2.2%	i	0.7
Cc1ccccc1N=C1NC(=O)/C(=C/c2cccn2C)S1	11%	·	·	i	31	-8%	6%	0.2	57	-0.2%	i	0.5
Cc1noc(/C=C/N(C)C)c1S(=O)(=O)N1CCN(c2ccccc2)CC1	3%	1.1	0.0%	i	27	-3%	7%	3.8	47	-2.7%	i	1.1
C(=C\c1ccc2ccccc2n1)/c1ccccc1	8%	·	8.9%	i	36	-3%	0%	2.5	54	0.3%	i	0.4
Cc1cccc(Cn2c(C(C)O)nc3ccccc32)c1 (stereo not given)	7%	1.1	1.2%	i	8	-14%	7%	-1.3	100	0.6%	i	0.5
CCC(=O)N1CCc2cc(S(=O)(=O)NCCC(=O)N3CCN(Cc4ccccc4)CC3)ccc21	8%	1.2	1.9%	i	14	-3%	3%	-0.2	93	0.0%	i	1.0
C=C(C)C(=O)Nc1cccc(C2=NOC3(C2)C[C@H](C(N)=O)N(C(=O)COc2ccc(Cl)cc2)C3)c1 (stereo not given in full)	26%	·	-0.1%	i	10	-5%	1%	-0.5	54	1.4%	i	1.3
SMILES	SV40 large T antigen	TNAP activation fold	RSV CPE inhibition	T cell HTS	T cell HTS vesicle-bound %	Salmonella PhoP GFP	MgcRacGAP inhibition	NTR1 ag	NTR1 ag cell count 20 µM	UTI89 phage lysis	Myeloid diff MLP	Myeloid diff MLP GFP+ MAC1+ %
COc1cccc(-c2cn(C[C@H]3CC[C@@H]([C@@H]4CC[C@H](Cn5cc(-c6cccc(OC)c6)nn5)O4)O3)nn2)c1	0%	·	1.6%	i	11	9%	7%	-0.2	89	0.2%	i	0.9
O=C1NC2(CCCCC2)C(=O)N1CCN1C(=O)c2ccccc2C1=O	6%	1.2	0.7%	i	18	5%	7%	0.0	36	1.2%	i	0.4
Cc1oc2cc3oc(=O)c(CCC(=O)N[C@H](C(=O)O)C(C)C)c(C)c3cc2c1C	0%	·	-0.1%	i	14	5%	10%	0.1	108	-1.3%[50 µM]	i	0.5
O=C(Cn1cc(S(=O)(=O)Cc2ccccc2)c2ccccc21)N1CCOCC1	-8%	·	-0.2%	i	6	-1%	11%	-0.4	55	1.2%[50 µM]	i	0.4
O=C(CN1C(=O)NC2(CCCCCCC2)C1=O)Nc1ccc(Br)cc1Br	·	·	1.2%	i	42	·	6%	2.4	91	-0.3%[50 µM]	i	0.9
CC(=O)n1ccnc1	18%	·	-0.9%	i	12	-7%	0%	0.3	59	?	i	4.9
